Screening data as filed in PubChem.
KLF5 inhibitor: kruppel-like factor 5 inhibition | DLD-1 KLF5 promoter-luciferase reporter, luminescence | inhibition, % at 5 µM | 0.23% of 290,000 active;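 active = inhibition above a per-plate limit of that plate's mean compound inhibition plus 3 SD, cut at about 60% in these data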;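 also: 0% = DMSO wells and 100% = LY294002 at 200 µM; higher means less KLF5 promoter-driven luciferase light; inactives centre near -14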
IEC-6 cytotox: IEC-6 cytotoxicity, counter-screen for KLF5 inhibitors | inhibition, % at 5 µM | luminescence viability | AID 1825 | 0.78% of 290,000 active; in the data active = inhibition above about 22%;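 also: 0% = plate median of test compound wells and 100% = cytotoxic reference compound wells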
TRPC4 PAM: allosterically enhances the mouse TRPC4 cation channel. Q9QUQ5. HEK293 TRPC4beta/mu-opioid, DAMGO EC20, Fluo-4 Ca2+ flux; stronger effect = higher value. B-score at 10 µM. 0.42% of 310,000 active. AID 2227;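 active = B-score of calcium response area above 5 SD of library B-scores, with initial fluorescence ratio within 5 SD of library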;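 also: B-score of integrated fluorescence ratio over time as area under calcium response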
TRPC6 inhibitor: inhibitors of mouse TRPC6 channel | Q61143 | HEK293-TRPC6, membrane potential dye, ACh-evoked depolarization; stronger effect = lower value | B-score at 10 µM | 1.1% of 310,000 active | AID 2553;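 active = B-score under library mean minus 3 SD, initial fluorescence not abnormally high, positive integrated signal ratio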;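 also: B-score derived from integrated fluorescence ratio over the kinetic read; more negative B-score means stronger inhibition of depolarization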
TRPC4 inh: inhibitors of mouse TRPC4 channel; Q9QUQ5; HEK293 TRPC4beta/mu-opioid, DAMGO-evoked Fluo4 calcium flux; stronger effect = lower value; B-score at 10 µM; 0.39% of 300,000 active; AID 2247;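 active = B-score over 3 SD under the library average, no early fluorescence shift, positive overall ratio signal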
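Material: HEK293 cells with stable TRPC4beta plus mu-opioid receptor expression; probe or stimulus: DAMGO in two steps, submaximal then maximal; technique: Fluo4 calcium fluorescence by kinetic imaging, 5 s 1 Hz baseline; measure: integrated fluorescence ratio relative to baseline, converted to per-well B score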
HIF act: HIF pathway transcriptional activation; U2OS HRE-luciferase reporter, luminescence; normalized: DMSO 0%, desferrioxamine 100%; activation, % at 7.5 µM (by protocol); 0.32% of 300,000 active;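 active = mean activation of at least 10% of the iron chelator positive control signal, with at least half of replicates also reaching 10%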
SKKanGAS inh: inhibitors of SKKanGAS S. pyogenes growth in kanamycin (SK-promoter or general growth effect) | inhibition, % at 7.5 µM | BacTiter-Glo, 6 h | 1.3% of 300,000 active;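 active = mean replicate score, as percent of positive control median, at least 50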;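 also: strain carries kanamycin resistance gene driven by streptokinase promoter and grows in 40 µg/ml kanamycin; loss of luminescence reflects streptokinase promoter inhibition or plain growth inhibition; 0% = median of DMSO wells and 100% = positive control at its reference dose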
TRPC4 agonist: TRPC4 (mouse) channel activation; AID 2237; Q9QUQ5; 0.49% of 310,000 active; B-score at 10 µM; HEK293 TRPC4beta/mu-opioid, Fluo4 calcium fluorescence; stronger effect = higher value;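 active = B-score above 5 SD of library B-scores, and initial fluorescence ratio not above library mean plus 5 SD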;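 also: positive B-score marks a calcium rise read as TRPC4 activation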
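Test system: HEK293 cells stably co-expressing mouse TRPC4beta and mu-opioid receptor | Schedule: Fluo4 dye loading 45 min at room temperature, 110 s recording | Measured by: Kinetic Fluo4 calcium fluorescence, 5 s baseline at 1 Hz | Evaluation: B score of integrated ratio | Controls: Buffer (low) and maximal DAMGO (high)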
TRPC6 activator: activators of mouse TRPC6 channel. Q61143. HEK293-TRPC6 membrane potential dye fluorescence; stronger effect = higher value. B-score at 10 µM. 0.13% of 310,000 active. AID 2550;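 active = B-score of the integrated fluorescence ratio above library mean plus 3 SD, and starting fluorescence ratio within library mean plus 5 SD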;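 also: higher score means more depolarization so channel activation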
MrgX1 antagonist: blocks BAM8-22 activation of human MrgX1 receptor | AID 588676 | Q96LB2 | B-score at 10 µM | 1.3% of 310,000 active | MRGX1-HEK293 calcium flux, Fluo-4, BAM8-22 antagonism; stronger effect = lower value;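 active = calcium-response B-score plate-corrected more than 3 library SD below zero, starting fluorescence within 5 deviations, no agonist response on first addition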;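 also: peak minus trough fluorescence over baseline after final BAM8-22 challenge near maximal dose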
Target sequence (Q96LB2 whole entry, looked up): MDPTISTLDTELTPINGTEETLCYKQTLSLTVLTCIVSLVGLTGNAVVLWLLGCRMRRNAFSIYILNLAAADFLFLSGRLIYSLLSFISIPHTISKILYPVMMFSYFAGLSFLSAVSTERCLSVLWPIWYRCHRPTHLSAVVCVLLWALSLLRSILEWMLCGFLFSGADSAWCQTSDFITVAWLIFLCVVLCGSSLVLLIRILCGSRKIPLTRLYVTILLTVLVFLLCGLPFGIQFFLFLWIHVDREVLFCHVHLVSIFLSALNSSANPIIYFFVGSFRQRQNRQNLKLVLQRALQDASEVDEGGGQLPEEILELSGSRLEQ
aSyn 5UTR inh: MLPCN primary screen, SNCA 5' untranslated region; alpha-synuclein 5'UTR reporter, inhibitor activity; inhibition, % (tested at 7.5 µM); AID 1813; 0.82% of 300,000 active; in the data active = inhibition above about 60%;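 also: H4 neuroglioblastoma cells stably carrying SNCA 5'UTR luciferase fusion; 0% = DMSO wells and 100% = positive control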
Starred values were filed as active, the others as inactive; i = inactive; . = no result given.

SMILES	KLF5 inhibitor	IEC-6 cytotox	TRPC4 PAM	TRPC6 inhibitor	TRPC4 inh	HIF act	SKKanGAS inh	TRPC4 agonist	TRPC6 activator	MrgX1 antagonist	aSyn 5UTR inh
O=C(CCc1ccc(O)c(O)c1)N/N=C/c1cc2c(cc1[N+](=O)[O-])OCO2	-27	-4	i	i	i	-0.6	6	i	i	i	21
COc1cc2c(=O)n(Cc3ccccc3)c(=O)n(CC(=O)NCCc3ccccc3)c2cc1OC	4	-4	i	i	i	-0.4	-5	i	i	i	22
CC1(C)CC(=O)C2=C(C1)N(c1ccc(F)cc1)C(=O)NC2(C(F)(F)F)C(F)(F)F	19	0	i	i	i	-0.1	1	i	i	i	41
COC(=O)CN1CCN(C(=O)c2ccco2)CC1	-40	1	i	i	i	0.0	6	i	i	i	-6
N#CCC(=O)N1CCN(Cc2ccc3c(c2)OCO3)CC1	.	.	i	i	i	-0.4	-14	i	i	i	3
CCOC(=O)Cc1csc(NC(=O)CSc2nnc(-c3ccc(OC)cc3)n2C)n1	-11	4	i	i	i	1.0	-7	i	i	i	3
O=C1CCCN1CC(O)CS(=O)(=O)Cc1ccc(Cl)cc1 (stereo unspecified)	.	.	i	i	i	-0.1	-2	i	i	i	-8
COc1ccccc1C(=O)Nc1nnc(S(=O)(=O)N2CCCCC2)s1	-31	-11	i	i	i	-0.4	4	i	i	i	-34
CCCN(CCC)S(=O)(=O)c1ccc(NC(=O)C2CCCO2)cc1 (stereo unspecified)	-3	-4	i	i	i	.	0	i	i	i	.
O=C1CCCN1CC(O)CS(=O)(=O)Cc1ccc(Cl)cc1Cl (stereo unspecified)	-32	0	i	i	i	-2.3	0	i	i	i	6
Cc1cc(C)c(NC(=O)C2CCCN2CCC(C)C)c(C)c1 (stereo unspecified)	-7	3	i	i	i	-0.6	9	i	i	i	-14
CCOc1ccccc1-n1cnc(C#N)c1N	-48	-2	i	i	i	-0.3	6	i	i	i	15
C/C(=N\N1CCN(c2ccccc2)CC1)c1ccncc1	-19	-2	i	i	i	0.3	-4	i	i	i	-10
Cc1c(C(=O)OC/C(O)=C(\C#N)c2nc3ccccc3[nH]2)oc2ccccc12	4	10	i	i	i	-0.8	29	i	i	i	-10
COc1ccc(NC(=O)CSc2nccn2Cc2ccc(F)cc2)c(OC)c1	-36	-4	i	i	i	-1.0	21	i	i	i	-22

Quoted from the entries so far for reference:
SMILES	KLF5 inhibitor	IEC-6 cytotox	TRPC4 PAM	TRPC6 inhibitor	TRPC4 inh	HIF act	SKKanGAS inh	TRPC4 agonist	TRPC6 activator	MrgX1 antagonist	aSyn 5UTR inh
O=C(CCc1ccc(O)c(O)c1)N/N=C/c1cc2c(cc1[N+](=O)[O-])OCO2	-27	-4	i	i	i	-0.6	6	i	i	i	21
COc1cc2c(=O)n(Cc3ccccc3)c(=O)n(CC(=O)NCCc3ccccc3)c2cc1OC	4	-4	i	i	i	-0.4	-5	i	i	i	22
CC1(C)CC(=O)C2=C(C1)N(c1ccc(F)cc1)C(=O)NC2(C(F)(F)F)C(F)(F)F	19	0	i	i	i	-0.1	1	i	i	i	41
COC(=O)CN1CCN(C(=O)c2ccco2)CC1	-40	1	i	i	i	0.0	6	i	i	i	-6
N#CCC(=O)N1CCN(Cc2ccc3c(c2)OCO3)CC1	.	.	i	i	i	-0.4	-14	i	i	i	3
CCOC(=O)Cc1csc(NC(=O)CSc2nnc(-c3ccc(OC)cc3)n2C)n1	-11	4	i	i	i	1.0	-7	i	i	i	3
O=C1CCCN1CC(O)CS(=O)(=O)Cc1ccc(Cl)cc1 (stereo unspecified)	.	.	i	i	i	-0.1	-2	i	i	i	-8
COc1ccccc1C(=O)Nc1nnc(S(=O)(=O)N2CCCCC2)s1	-31	-11	i	i	i	-0.4	4	i	i	i	-34
CCCN(CCC)S(=O)(=O)c1ccc(NC(=O)C2CCCO2)cc1 (stereo unspecified)	-3	-4	i	i	i	.	0	i	i	i	.
O=C1CCCN1CC(O)CS(=O)(=O)Cc1ccc(Cl)cc1Cl (stereo unspecified)	-32	0	i	i	i	-2.3	0	i	i	i	6
Cc1cc(C)c(NC(=O)C2CCCN2CCC(C)C)c(C)c1 (stereo unspecified)	-7	3	i	i	i	-0.6	9	i	i	i	-14

Next section.
SMILES	KLF5 inhibitor	IEC-6 cytotox	TRPC4 PAM	TRPC6 inhibitor	TRPC4 inh	HIF act	SKKanGAS inh	TRPC4 agonist	TRPC6 activator	MrgX1 antagonist	aSyn 5UTR inh
COc1ccc(Nc2nc(C)nc3c2oc2ccccc23)c(OC)c1	-3	12	i	i	i	-0.9	-8	i	i	i	20
COC(c1ccccc1)c1nnc(CCC(=O)N(C)Cc2cccc(-n3cccn3)c2)o1 (stereo unspecified)	-99	-1	i	i	i	2.6	4	i	16*	i	-72
CN1CCCCc2c1nc1ccccc1c2N (tested in a mixture with another compound)	15	1	i	-8.6*	-7*	0.2	3	i	i	i	-10
COc1ccc(CN2C(=O)c3ccccc3C2C(=O)NC2CCCCCC2)c(OC)c1 (stereo unspecified)	-8	-2	i	i	i	-0.7	6	i	i	.	-18
O=c1c2ccccc2ncn1-c1cccc([N+](=O)[O-])c1	.	.	i	i	i	0.5	6	i	i	i	14
CC(C)c1ccc(N(CC(=O)NC2CCCCC2)C(=O)CNC(=O)c2ccco2)cc1	1	-5	i	i	i	0.0	2	i	i	i	11
CCN(CC)CCCN(Cc1cc2cc(OC)ccc2[nH]c1=O)C(=O)Nc1ccc(F)cc1	-1	0	i	i	i	0.1	5	i	i	i	7
Cc1noc(C)c1C(=O)Nc1ccc(F)cc1	-9	-2	i	i	i	0.0	5	i	i	i	1
N#Cc1cc(Oc2cccnc2)c(Oc2cccnc2)cc1C#N	-25	-3	i	i	i	0.1	-1	i	i	i	10
COc1ccc(C(=O)N/C(=C/c2cccnc2)C(=O)N2CCN(C)CC2)cc1OC	-6	0	i	i	i	0.0	-3	i	i	i	15
CCOC(=O)N1CCN(C(=O)c2ccccc2NS(=O)(=O)c2ccc(C)cc2)CC1	-12	3	i	i	i	0.7	-7	i	i	i	13
CN1CCOc2cc(S(=O)(=O)NCc3ccc(S(N)(=O)=O)cc3)ccc21	-1	-2	i	i	i	0.3	-9	i	i	i	-6
O=C(Nc1cccc(-c2nnc(-c3ccccc3)o2)c1)C1CCCO1 (stereo unspecified)	-107	-6	i	i	i	1.7	-6	i	i	i	-126
CCC1NC(=O)c2ccccc2N1c1cccc(Cl)c1 (stereo unspecified)	.	.	i	i	i	0.0	-3	i	i	i	6
O=C(CSc1nnc(-c2cccnc2)n1-c1ccccc1)N1CCN(c2ccc(F)cc2)CC1	9	0	i	i	i	-0.3	-4	i	i	i	13
COc1ccc(OCC(=O)NC(=S)Nc2ccc(N3CCOCC3)c(Cl)c2)cc1	-8	-2	i	i	i	-0.1	68*	i	i	i	-21
O=C(CNS(=O)(=O)c1ccccc1)N1CCc2ccccc2C1	-53	2	i	i	i	0.3	6	i	i	i	-49
CC(=O)Nc1nc(CC(C)C)cc2c1c(=O)oc1ccccc12	-7	6	i	i	i	-0.4	3	i	i	i	23
O=C(/C=C/c1cccs1)c1ccc(NC(=O)c2ccccc2F)cc1	-48	-3	i	i	i	1.1	6	i	i	i	-54
O=C1NC2(CCCCCC2)C(=O)N1Cc1ccc([N+](=O)[O-])cc1	4	0	i	i	i	0.6	-1	i	i	i	2
Cc1ccc(-n2ncc(Br)c(Br)c2=O)cc1	-5	102*	i	i	i	-7.3	-2	i	i	.	55
Clc1ccc(-c2nnc(-c3ccccc3)c(-c3c[nH]c4ccccc34)n2)cc1	-20	14	i	i	i	0.3	5	i	i	i	2
CCCc1[nH]nc2c1C(c1ccc(OC(=O)N3CCOCC3)cc1)C(C#N)=C(N)O2 (stereo unspecified)	3	-5	i	i	i	-0.1	0	i	i	i	3
Cc1ccc(Cl)cc1Nc1nc(-c2cccnc2)cs1	-50	8	i	i	i	-0.7	14	i	i	i	-46
CN(Cc1ccccc1)CC(O)COc1ccc(CNCCc2cccnc2)cc1 (stereo unspecified)	0	-4	i	i	i	2.1	-2	i	i	i	-10
CCOC(=O)C1=C(C)NC(SC)=NC1c1ccccc1 (stereo unspecified)	-9	2	i	i	i	-0.1	5	i	i	i	12
Cn1cc(S(=O)(=O)Nc2ccc(Oc3ccccc3)cc2)c(=O)n(C)c1=O	3	5	i	i	i	-0.1	3	i	i	i	-16
CCCOc1ccc(C(=O)O)cc1	-21	-1	i	i	i	0.4	-7	i	i	i	3
O=c1ccnc(SCCC(F)=C(F)F)[nH]1	4	1	i	i	i	-0.2	2	i	i	i	-3
COc1cc(C(=O)NNC(=O)Nc2ccc([N+](=O)[O-])cc2)cc(OC)c1OC	-1	9	i	i	i	0.0	-8	i	i	i	-8
COc1ccc(-c2nc(-c3ccc(O)cc3O)cs2)cc1OC	-76	4	i	i	i	3.7	31	i	i	.	-94
CCc1cc(-c2nc(N)ncc2-c2csc(C)n2)c(O)cc1OC	-3	-5	i	i	i	-0.9	3	i	i	i	10
O=C(NC1CC1)c1ccc(NS(=O)(=O)c2ccccc2)cc1	-21	5	i	i	i	0.4	-1	i	i	i	3
Cn1ncc(C(=O)Nc2ccc(OC(F)(F)F)cc2)c1-n1cccc1	-16	2	i	i	i	2.2	-3	i	i	i	16
CCC(C)n1c(SCC(=O)NC(=O)c2cccn2C)nc2ccccc2c1=O (stereo unspecified)	21	33*	i	i	i	-0.6	3	i	i	i	-27
CCn1c(CNC(=O)Cc2ccc(OC)cc2)n[nH]c1=S	2	8	i	i	i	-0.7	-3	i	i	i	-12
NC(=O)C1(NC(=O)[C@@H]2CC3(CC(c4cccc(NC(=O)[C@@H]5CCC(=O)N5)c4)=NO3)CN2C(=O)c2cnccn2)CC1 (stereo partly specified)	-18	-5	i	i	i	-1.7	0	i	i	i	1
